Screens from PubChem BioAssay.
WT yeast gro inh: growth inhibition of WT strain, primary screen, mitochondrial fusion inhibitor project, WT and mutant strains, chemical genetic; mitochondrial fusion phenotypic screen; inhibition, % at 10 µM; AID 1362, 2008; hit rate 2.1% among 190,000; in the data active means inhibition above about 58%; tested in S. cerevisiae
XIAP displacement: XIAP antagonists, biochemical, IAP family, fluorescence polarization (AID 1018). E3 ubiquitin-protein ligase XIAP (Homo sapiens). XIAP BIR domain, fluorescence polarization peptide displacement; higher % means a stronger effect. one-dose displacement, % at 20 µM; IC50 in µM for titrated hits. hit rate 0.007% among 200,000; in the data active means displacement above about 50%; further: a part of the inactive calls stands beside numbers as strong as those of hits
Hep lipid drop: inhibitors of hepatocyte lipid droplet formation, primary screen, imaging, high-throughput imaging, BODIPY stain; hit rate 0.4% among 240,000; AML12 mouse hepatocytes, oleate lipid droplets; AID 1656, 2009; inhibition, % at 6.5 µM;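 active means lipid droplet intensity inhibited by at least 50%, with more than 500 cells counted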
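Assay system: AML12 mouse liver cells | Compound: 6.5 µM single-point dosing | Schedule: Overnight exposure | Technique: Fluorescence imaging, 20x objective, two fields per well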
Ins promoter up: insulin promoter activators in MIN6 cells, imaging, high-content screening, mouse beta cells; AID 1625, 2009; z-score at 5 µM; hit rate 0.3% among 190,000; MIN6 insulin promoter-GFP reporter; active compounds read high;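 active means z-score above 3 at 5 µM with at least 500 cells counted in the well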
b-catenin transl: modulators of beta-catenin nuclear translocation, primary screen, imaging, HeLa cells, immunofluorescence, high-content; nuclear translocation activity, % at 5 µM; hit rate 0.3% among 190,000;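 active means nuclear translocation activity above 50% at 5 µM, with a well cell count of 50 or more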;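 further: per-cell ratio of nuclear to cytoplasmic median beta-catenin stain intensity; plate controls were DMSO negative control for no effect and GSK-3 inhibitor IX positive control for full effect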
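Read-out: Nuclear/cytoplasmic beta-catenin signal ratio, % activation | Assay system: Human HeLa cell line | Times: 24 h compound exposure at 37°C, 5% CO2 | Signal: Fluorescence imaging of beta-catenin antibody stain plus DAPI | Dosing: 5 µM primary, 0.02–20 µM confirmation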
MT stabilize HCS: microtubule stabilizers in HeLa cells, primary screen, imaging, high-content imaging; HeLa tubulin immunostaining HCS, 24 h; share of cells brighter than vehicle mean+2SD; % tubulin-high responders, % at 10 µM; hit rate 0.83% among 200,000; AID 2205, 2009;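 active means plate Z-score above 3 for both tubulin-high and condensed-nucleus cell shares, with cell loss under 80%, at 10 µM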;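 further: anti alpha tubulin signal scored within the nucleus-defined area of each cell; some results filed as inactive read as strong as hits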
Dynein transport: inhibitors of GR-EGFP nuclear translocation, primary screen, dynein cargo transport inhibitor project, imaging, high-content, 3617.4 mouse cells; test concentration mostly 20 µM; stimulated with dexamethasone, 1 µM; active compounds read low; z-score, hits read low; hit rate 0.47% among 220,000; AID 1381, 2008;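 active means plate z-score of nuclear minus cytoplasmic receptor signal below a set negative limit, without overly bright fluorescence or cell loss, cut at about -3.5 in these data, passing the limit was not always enough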;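 further: z-score of nuclear minus cytoplasmic ring GR-EGFP intensity difference per well; some compounds called inactive have numbers as strong as hits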
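Medium: Induction medium lacking tetracycline, stripped serum | Probe or stimulus: 1.0 µM final dexamethasone stimulus | Schedule: 48 h induction, then 1 h compound, then 30 min agonist, 37 °C | Signal: Automated 10x imaging of fixed Hoechst-stained cells | Evaluation: Per-cell GR-EGFP intensity, nucleus versus surrounding cytoplasmic ring, well-averaged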
CSM14.1 death rescue: rescue of cells from ER stress-induced death, primary screen, 384-well, CSM14.1, thapsigargin, ATP luminescence (AID 1222); 190,000 tested, under 10 active; cellular ATP content (survival), % at 20 µM, or EC50 in µM where a hit was titrated; CSM14.1 thapsigargin-induced death rescue, ATP luminescence; higher % means a stronger effect;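 active means EC50 below 50 µM in the dose-response confirmation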;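 further: death triggered by thapsigargin at about 15 µM added after 2 h compound pretreatment; cell ATP read after overnight thapsigargin exposure of roughly 18 to 22 hours; normalized against plate controls of thapsigargin alone and 5% DMSO vehicle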
Autophagy mod: autophagy modulators in MEF cells, primary screen, imaging, high-content, MEF GFP-LC3. MEF GFP-LC3 puncta imaging; test concentration mostly 10 µM. calls only at 10 µM (by protocol). hit rate 0.98% among 190,000;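 active means percentage of spot-positive cells more than 3 SD above its plate mean, without a fluorescence outlier flag or 80% toxicity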;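 further: spot-positive cell cutoff set from DMSO-treated cells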
WT yeast gro inh mutant strain: second read-out of WT yeast gro inh, no call of its own (marks repeat the call); inhibition, %; mitochondrial fusion phenotypic screen, mutant strain inhibition
Dynein transport cytoplasmic EGFP: second read-out of Dynein transport, no call of its own (marks repeat the call); z-score; measured here: cytoplasmic GR-EGFP intensity; active compounds read high
Dynein transport nuclear GR-EGFP: also measured in Dynein transport; calls as there; z-score; measured here: nuclear GR-EGFP intensity;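 lower value marks the stronger effect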
Dynein transport cell count: further read-out of Dynein transport, marked with its call; z-score; measured here: cell count per field
Ins promoter up cell count: also measured in Ins promoter up; calls as there; cell count; measured here: cytotoxicity, nuclei count;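 total cells summed across four imaged fields per well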
Hep lipid drop cells 6.5 µM: second read-out of Hep lipid drop, no call of its own (marks repeat the call); cell count; measured here: cell count, cytotoxicity flag;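 cells counted across two imaged fields per well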
b-catenin transl cell count 5 µM: further read-out of b-catenin transl, marked with its call; cell count; measured here: cell count, cytotoxicity flag
MT stabilize HCS Hoechst-high %: further read-out of MT stabilize HCS, marked with its call; % Hoechst-high responders; measured here: nuclear condensation Hoechst responders;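 share of cells brighter than vehicle mean plus two SD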
MT stabilize HCS cytotoxicity %: further read-out of MT stabilize HCS, marked with its call; toxicity, %; measured here: cytotoxicity by cell density;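 0% = mean cell density of plate MIN control wells and 100% = no cells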
Autophagy mod cell loss 18 h: recorded beside Autophagy mod, whose call it bears; toxicity, %; measured here: cell loss, nuclei count;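 cell loss after 18 h compound exposure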
Numbers without * were called inactive; i = inactive; . = no result given. The order is random, and some 4% of all compounds hit somewhere here.

Compound,WT yeast gro inh,WT yeast gro inh mutant strain,XIAP displacement,Hep lipid drop,Hep lipid drop cells 6.5 µM,Ins promoter up,Ins promoter up cell count,b-catenin transl,b-catenin transl cell count 5 µM,MT stabilize HCS,MT stabilize HCS Hoechst-high %,MT stabilize HCS cytotoxicity %,Dynein transport,Dynein transport cytoplasmic EGFP,Dynein transport nuclear GR-EGFP,Dynein transport cell count,CSM14.1 death rescue,Autophagy mod,Autophagy mod cell loss 18 h
NC(=O)c1ccc(/C(N)=N/S(=O)(=O)c2cc(C(F)(F)F)cc(C(F)(F)F)c2)cc1,.,.,.,-6.8,658,-0.3,1003,-0.4,1384,.,.,.,2.11,-0.119,2.42,-0.804,.,.,.
CCOc1ccccc1NC(=S)N1C2CCC1CC(NC(=O)NC13CC4CC(CC(C4)C1)C3)C2 (stereo not drawn),6.8,-15.0,-5.4%,.,.,-0.11,1622,0.8,1350,1.3,1.8,1.4,0.822,0.387,0.304,-1.48,5.9%,i,0.1
COc1ccc(-n2cnc3sc(-c4ccccc4)cc3c2=O)cc1,4.5,-20.1,-0.5%,.,.,-0.31,1590,-1.3,1434,2.6,1.3,2.9,0.634,-0.187,-0.112,-0.336,0.9%,i,20.7
CC12CCC(=O)N1C(C(=O)OCC(=O)Nc1cccc(Br)c1)CS2 (stereo not drawn),-0.3,-6.4,-1.4%,2.5,684,0.73,1326,-1.3,1139,3.4,2.6,5.0,0.0284,-0.422,-0.585,1.49,0.3%,i,-8.5
O=C(CC(=O)N/N=C/c1ccccc1)NCc1ccccc1,-13.7,-15.0,17.1%,5.5,696,0.23,1395,0.5,1591,1.6,1.8,1.5,0.0936,-0.229,-0.517,0.0805,-0.7%,i,-14.7
CC(C)NS(=O)(=O)c1ccc(N2C(=O)c3ccccc3C2=O)cc1,-25.6,-13.9,-0.3%,1.8,755,.,.,.,.,2.1,1.6,7.5,0.0519,-0.275,-0.196,0.591,-1.0%,i,4.3
C1=CC2CC1CC2CNCc1ccco1 (stereo not drawn),-4.3,-12.9,-4.4%,4.4,726,-0.71,967,-3.4,1181,3.5,1.5,3.9,0.673,-0.429,0.0426,-0.338,-0.5%,i,14.2
O=C(Cc1cccs1)NCC1CCCO1 (stereo not drawn),-48.2,11.4,-7.8%,.,.,0.12,1284,-1.6,1138,5.7,2.9,5.9,-0.258,-0.237,0.296,0.58,4.4%,i,8.2
COc1ccc(N2CC(C(=O)Nc3cccc(C)n3)CC2=O)cc1 (stereo not drawn),-3.2,-1.0,-15.6%,-5.0,751,.,.,0.4,1091,0.7,0.9,6.7,-0.508,-0.278,-0.412,0.476,-0.8%,i,3.2
Cc1cccc(C)c1N/C=C/c1onc(C)c1[N+](=O)[O-],23.0,1.2,-3.3%,5.1,717,0.5,1323,-1.5,1345,1.3,1.3,7.0,-1.81,2.26,-0.351,1.19,2.3%,i,-3.8
c1ccc(COC(CN2CCCCCC2)CN2CCCCCC2)cc1,.,.,.,28.3,712,-0.58,1120,-1.2,1269,.,.,.,-0.367,-0.19,0.265,-0.32,.,.,.
O=C(NC1CCCCC1)N(Cc1nc2ccccc2c(=O)[nH]1)C1CCCCC1,17.6,4.9,-8.4%,.,.,1.36,1009,-6.6,908,5.7,2.0,6.4,-0.49,-0.215,-0.00553,-0.0992,4.8%,i,10.3
Cc1cnc(C(=O)OCC(=O)N(Cc2ccccc2)C(C)C)cn1,14.7,-2.4,-9.4%,-1.1,681,0.32,1198,-5.6,1110,2.8,1.6,23.1,-0.934,-0.249,-0.0846,0.861,-1.6%,i,0.4
O=C(CCCn1cc([N+](=O)[O-])cn1)N1CCCCC1,-4.0,7.9,-5.8%,8.6,719,0.64,1286,-3.5,1171,4.4,2.7,7.1,-0.848,-0.318,-0.447,1.03,0.4%,i,20.8
O=C(NCc1ccco1)C1CC(c2cc(C(F)(F)F)cc(C(F)(F)F)c2)=NO1 (stereo not drawn),.,.,.,28.2,690,-0.13,692,92.2*,286*,.,.,.,0.663,-0.803,0.46,-0.224,.,.,.
C/C(=N/NC(=O)c1cnccn1)c1ccncc1,-5.6,2.0,-2.8%,2.8,676,-0.25,1321,-1.3,1100,3.0,2.1,12.4,-0.383,-0.321,-0.086,0.572,-1.8%,i,14.9
COc1ccccc1N1CCN(Cc2ccsc2)CC1,4.4,21.4,-15.1%,.,.,0.15,1449,-1.0,826,2.3,2.1,16.9,-0.407,-0.22,0.0227,1.2,-0.5%,i,-10.6
COc1ccc(CNC(=O)c2ccc(N3CCOCC3)c([N+](=O)[O-])c2)cc1,13.8,-7.6,-5.5%,16.6,711,-0.23,1260,-3.6,1095,2.0,1.2,8.1,-0.767,-0.309,-0.282,0.983,.,i,7.1
CCn1c2ccccc2c2cc(C3N=C(N)Nc4nc5ccccc5n43)ccc21 (stereo not drawn),-3.1,-24.1,-6.6%,.,.,1.99,1177,1.0,712,1.0,1.4,10.7,1.08,-0.155,0.129,-0.45,-3.0%,i,2.6
O=C(CSc1nc(-c2ccc(F)cc2)cs1)N1CCN(C(=O)c2ccco2)CC1,10.2,11.6,-4.5%,.,.,.,.,-5.6,1005,4.4,2.4,4.1,-0.809,-0.119,-0.121,0.15,-1.1%,i,21.7

Compound,WT yeast gro inh,WT yeast gro inh mutant strain,XIAP displacement,Hep lipid drop,Hep lipid drop cells 6.5 µM,Ins promoter up,Ins promoter up cell count,b-catenin transl,b-catenin transl cell count 5 µM,MT stabilize HCS,MT stabilize HCS Hoechst-high %,MT stabilize HCS cytotoxicity %,Dynein transport,Dynein transport cytoplasmic EGFP,Dynein transport nuclear GR-EGFP,Dynein transport cell count,CSM14.1 death rescue,Autophagy mod,Autophagy mod cell loss 18 h
O=C(O)c1cccc(-n2cccc2/C=C2\SC(=O)N(Cc3ccccc3F)C2=O)c1,-8.6,-4.9,-4.2%,-10.0,625,-0.01,1148,-0.2,576,2.4,3.5,3.3,-0.722,-0.335,-0.746,1.16,-2.5%,i,3.6
CCCCn1c(CCn2nc(C)c(Br)c2C)n[nH]c1=S,3.5,0.6,-7.5%,-1.1,771,0.82,909,-2.3,1204,2.0,1.0,8.9,-0.593,-0.262,0.0168,0.817,-3.3%,i,-9.9
Cc1nnc(NC(=O)CCN2C(=O)/C(=C\c3ccccc3)SC2=S)s1,.,.,.,-12.6,676,-0.67,1069,7.5,954,.,.,.,0.901,-0.245,0.351,-0.984,.,.,.
Clc1cccc(OCCN2CCN(CCOc3cccc(Cl)c3)CC2)c1,60.3,79.2,0.7%,5.1,573,0.1,1253,2.2,685,3.9,3.0,1.4,3.41,-0.146,1.33,-1.66,-2.8%,i,11.3
Cn1c(-c2sccc2OCc2cccc(C(F)(F)F)c2)n[nH]c1=S,-3.1,23.4,-4.8%,.,.,-0.43,1344,2.9,1086,3.5,3.8,10.6,0.61,-0.276,0.562,-0.87,-2.4%,i,-6.0
Nn1cnn(Cc2ccccc2)c1=S,0.4,15.7,0.0%,0.5,650,0.25,1920,-4.0,1196,3.1,1.5,4.4,0.114,-0.0574,0.591,0.978,-2.6%,i,6.5
Cc1nc2oc3ccccc3c(=O)c2c(=O)n1Cc1ccccc1,11.9,27.2,-1.4%,-4.4,730,-0.51,875,-3.7,1233,2.3,2.0,19.5,0.099,-0.132,0.433,0.00893,0.0%,i,43.6
CN(C)c1ccc(C(CNC(=O)c2ccccc2)c2c[nH]c3ccccc23)cc1 (stereo not drawn),44.0,1.8,-6.3%,33.5,561,0.28,1248,4.2,536,3.1,2.1,8.7,-0.811,-0.332,-0.68,0.7,-3.4%,i,-8.7
Cc1ccc(S(=O)(=O)NC(=O)c2cc(C)n(CC(c3ccccc3)N(C)C)c2C)cc1 (stereo not drawn),10.8,5.9,-0.6%,-8.1,698,-0.8,1206,2.8,1084,5.8,1.3,6.1,2.11,-0.285,0.428,-1.04,-0.3%,i,-12.7
CSc1ccc(-c2nnn(Cc3ccc(C)cc3)n2)cc1,3.9,-4.7,-2.6%,0.0,780,0.11,1083,.,.,1.6,1.6,12.3,1.21,-0.0507,0.993,-0.116,2.1%,i,-7.8
CSc1ccc(-c2nc(CN3CCCCC3c3cccnc3)c(C)o2)cc1 (stereo not drawn),16.9,15.8,-1.9%,3.8,715,0.05,1467,4.3,966,4.0,2.0,0.4,-0.853,-0.225,-0.44,0.654,2.7%,i,11.4
Cc1ccccc1SCc1noc(C(=O)NCC2CCCO2)c1C(=O)O (stereo not drawn),-2.9,-4.2,-2.9%,.,.,0.4,1595,0.4,1293,3.2,1.4,3.9,-0.308,-0.0586,-0.744,0.414,-0.1%,i,0.6
COc1ccc(C(=O)n2cc(C(=O)c3cc(C)ccc3O)cn2)cc1,8.2,-5.0,1.0%,23.8,554,-0.17,1217,1.7,488,4.3,2.2,7.0,-0.657,-0.305,-0.498,0.678,-1.8%,i,-9.6
COc1ccc(/C=N/NC(=O)c2nn(-c3ccc(C)c(C)c3)c(=O)c3ccccc23)cc1,27.1,26.8,-0.2%,2.7,685,0.6,1866,-1.6,1110,1.1,0.5,5.3,1.53,-0.206,0.221,-0.931,1.6%,i,24.7
